# From PubChem BioAssay
# SR-BI DiI-HDL act = activators of SR-BI mediated HDL lipid uptake | CHO ldlA[mSR-BI] cells, DiI-HDL uptake fluorescence, 3 h; 100 = double the neutral-control signal | activation, % at 12.5 µM | hit rate 0.096% among 320,000 | AID 504775;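 active = mean replicate activation of at least 60% and every replicate at or above 60%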;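 note: 0% = median plate neutral-control signal and 100% = twice that signal; values of inactives mirror those of a sister screen read the other way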
#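 Test system: SR-BI-overexpressing, LDLR-lacking CHO cells; Also added: labelled HDL, 10 µg/mL; Measured by: bottom-read cell fluorescence after medium removal, ex 550/em 595 nm; Timing: 3 h uptake period with compound, 37 °C; Buffer or medium: F12, 0.5% BSA, 25 mM HEPES; Doses: single compound concentration, delivered by pin transfer.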
# LANA DNA inh = blocks KSHV LANA C-terminal domain binding to DNA | MBP-C-LANA/FAM-LBS DNA binding, fluorescence polarization | inhibition, % at 9 µM | hit rate 0.078% among 340,000 | AID 504423;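 active = highest replicate inhibition at or above 60% at 9 µM, even if other replicates fall short; inactive = all replicates below 60% inhibition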;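 note: 0% = neutral control wells and 100% = 4 µM acridine orange control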
# PKA-R2B activ = PKA-R2B complex activation; PKA-R2B holoenzyme dissociation, Cy5-IP20 fluorescence polarization; R2B truncated from residue 108, S112A mutant; 0% DMSO only, 100% 113 µM cGMP; hit rate 0.079% among 340,000; activation, % at 11.4 µM;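 active = activation above a cutoff set at the mean over all compounds plus 3 SD, cut at about 18% in these data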;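 note: higher means more holoenzyme dissociation and a rise in polarization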
# Target sequence (P31323 whole entry, looked up, other chains not shown, the tested form may be a part): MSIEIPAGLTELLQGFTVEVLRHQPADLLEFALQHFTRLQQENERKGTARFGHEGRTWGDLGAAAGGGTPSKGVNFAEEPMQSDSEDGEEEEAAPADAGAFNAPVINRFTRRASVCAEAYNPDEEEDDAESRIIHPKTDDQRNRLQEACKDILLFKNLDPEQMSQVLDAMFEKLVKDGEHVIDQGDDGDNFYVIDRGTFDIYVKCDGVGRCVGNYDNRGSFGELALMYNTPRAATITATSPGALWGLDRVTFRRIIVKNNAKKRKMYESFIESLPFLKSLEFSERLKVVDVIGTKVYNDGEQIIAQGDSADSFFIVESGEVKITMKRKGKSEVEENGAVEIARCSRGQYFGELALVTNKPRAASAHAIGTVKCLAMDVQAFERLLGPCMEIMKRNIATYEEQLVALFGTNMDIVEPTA
# Arrestin-AP2 inh = blocks beta-arrestin peptide binding to AP2 adaptin; FITC-arrestin peptide / GST-AP2 beads, flow cytometry; AP2 beta2 appendage carries R879A mutation; inhibition, % at 10 µM; hit rate 0.31% among 340,000;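 active = inhibition above a set limit, near 3 SD of compounds lacking own fluorescence, cut at about 54% in these data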;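 note: plate controls were DMSO wells for no effect and 5 µM unlabelled arrestin peptide for full effect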
#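 test system = AP2 appendage R879A on GSH beads | buffer or medium = PBS plus Tween 20 (0.05%) and BSA (0.1%) | incubation = 12 min plus 1 h, RT | detection = bead flow cytometry, FITC channel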
# Keap1-Nrf2 PPI = disrupts human Keap1 binding to Nrf2 peptide. Q14145. Keap1 Kelch-Nrf2 peptide fluorescence polarization, 1536-well. inhibition, % at 9.4 µM. hit rate 0.15% among 340,000; in the data active = inhibition above about 12%;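 note: human Keap1 Kelch domain with fluorescein labeled Nrf2 9mer peptide probe; 0% = neutral control wells and 100% = peptide positive control; higher means more block of Keap1 binding to Nrf2 peptide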
# Target sequence (Q14145 whole entry, looked up, the tested form may be a part): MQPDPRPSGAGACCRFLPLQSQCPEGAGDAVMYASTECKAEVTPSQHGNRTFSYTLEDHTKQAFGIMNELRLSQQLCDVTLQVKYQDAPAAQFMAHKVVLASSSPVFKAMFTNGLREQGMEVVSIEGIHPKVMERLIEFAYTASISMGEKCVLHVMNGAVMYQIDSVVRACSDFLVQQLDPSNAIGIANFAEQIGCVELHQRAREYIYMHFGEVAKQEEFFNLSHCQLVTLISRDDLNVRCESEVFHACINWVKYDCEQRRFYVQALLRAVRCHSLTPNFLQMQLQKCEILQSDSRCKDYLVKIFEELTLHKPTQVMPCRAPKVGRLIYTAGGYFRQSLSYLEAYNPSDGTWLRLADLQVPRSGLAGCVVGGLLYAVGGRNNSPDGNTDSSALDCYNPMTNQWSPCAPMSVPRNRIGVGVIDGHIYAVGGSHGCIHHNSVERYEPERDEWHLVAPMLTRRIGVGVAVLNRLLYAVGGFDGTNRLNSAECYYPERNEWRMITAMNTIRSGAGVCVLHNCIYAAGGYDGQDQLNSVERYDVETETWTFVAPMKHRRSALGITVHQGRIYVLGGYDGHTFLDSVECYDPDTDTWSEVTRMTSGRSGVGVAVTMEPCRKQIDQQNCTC
# DAGLB inh = blocks human DAGLB lipase activity. HEK293T DAGLB membrane lysate, EnzChek fluorogenic substrate. inhibition, % at 5.17 µM. hit rate 0.059% among 340,000; in the data active = inhibition above about 34%;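 note: 0% = enzyme with vehicle and 100% = wells lacking enzyme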
# Cardiac RTF inh = cardiac RTF calcium desensitization; IANBD-labeled cardiac RTF, Ca2+ fluorescence; inhibition, % at 7.15 µM; AID 493244; hit rate 0.12% among 340,000; P19429+P45379;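 active = inhibition above the mean inhibition of all tested compounds plus 3 SD, cut at about 17% in these data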;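 note: assay run at fixed EC70 calcium of 1.6 mM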
# NSD2 HMT inh = inhibitors of human histone methyltransferase NSD2; O96028; NSD2 peptide methylation, AlphaScreen, 120 min; inhibition, % at 12.5 µM; hit rate 0.54% among 310,000; AID 743445; in the data active = inhibition above about 50%
# PvdQ inh = P. aeruginosa PvdQ acylase inhibition | purified PvdQ acylase, fluorescence plate reader | inhibition, % at 10 µM | hit rate 0.063% among 340,000 | AID 488965; in the data active = inhibition above about 30%, passing the limit was not always enough;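 note: 0% = vehicle neutral wells and 100% = reference inhibitor wells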
# SR-BI DiI inh = blocks mouse SR-BI lipid uptake from DiI-HDL; Q61009; ldlA[mSR-BI] CHO cells, DiI-HDL uptake fluorescence, 3 h; inhibition, % at 12.5 µM; hit rate 0.96% among 320,000;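 active = mean replicate inhibition of at least 70% and a set share of replicates each scoring 70 or more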;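 note: 0% = median of neutral control wells and 100% = median of positive control wells; values of inactives mirror those of a sister screen read the other way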
# Numbers without * were called inactive; nt = no result given.
SMILES,SR-BI DiI-HDL act,LANA DNA inh,PKA-R2B activ,Arrestin-AP2 inh,Keap1-Nrf2 PPI,DAGLB inh,Cardiac RTF inh,NSD2 HMT inh,PvdQ inh,SR-BI DiI inh
Cc1csc(=Nc2ccccc2)n1C,16,1.3,-2,-3,4,0,-6,1,13,-16
Cc1ccc2c(c1)c(N=O)c(O)n2Cc1ccc(Cl)cc1,3,-0.7,-13,12,0,-3,-34,4,-17,-3
O=C(O)COc1ccccc1/C=N/NC(=O)CSc1nnc(SCc2cccc3ccccc23)s1,nt,3.0,2,-2,5,4,-2,8,-2,nt
COCCn1c(SCC(=O)N2CC(=O)Nc3ccccc32)nc2ccccc2c1=O,9,0.3,0,18,-1,1,0,0,-5,-9
CN1/C(=C\C=Nc2ccc3ccccc3c2)C(C)(C)c2ccccc21,nt,-5.8,-3,12,-14,-2,-6,nt,1,17
Cc1onc(-c2ccccc2Cl)c1C(=O)N1CCN(c2cccc(Cl)c2)CC1,-58,0.4,-22,2,-1,-3,1,nt,-2,58
O=C(NCc1ccccn1)c1cccc(NS(=O)(=O)c2ccccc2F)c1,-3,-1.6,-8,23,-2,-2,-20,2,6,3
O=C(CCNC(=O)c1ccccc1Cl)Nc1cccc(C(F)(F)F)c1,-4,-0.2,-15,5,-4,-2,-9,0,-14,4
CN(C(=O)c1cc(S(=O)(=O)N2CCc3ccccc32)cn1C)C1CCCCC1,10,0.5,-1,10,-6,-5,-4,nt,11,-10
CCCc1cc(=O)n2[nH]cc(-c3ccc(Cl)cc3)c2n1,13,-1.5,4,7,-4,12,-6,3,-1,-13
CCN(CC)CCCOc1ccc(Cl)c(Cl)c1,9,0.6,-6,-8,-7,-4,5,10,10,-9
O=C(NCc1ccccc1)NC1(C(=O)N2CCOCC2)CCCCC1,18,-0.8,1,21,-1,1,-2,-3,-6,-18
O=C(Nc1nccs1)c1ccccc1[N+](=O)[O-],30,0.4,-1,33,0,-2,-2,-1,-3,-30
O=C(CN1CCCCC1)N/N=C/c1cc2ccccc2nc1Cl,25,0.6,-2,8,1,1,-8,27,-2,-25
O=[N+]([O-])c1cccc2c(Cl)ccnc12,18,0.8,-17,6,-4,1,-8,-1,7,-18
O=C(O)c1ccccc1CSc1ncccc1C(=O)O,5,-0.9,6,8,1,0,-6,0,1,-5
COc1ccc(-c2cc(C(=O)NNC3=NCCC3)c3c(C)nn(-c4ccccc4)c3n2)cc1,-65,0.6,0,-7,-1,-1,-3,1,-16,65
O=C(CN(Cc1ccc(F)cc1)C(=O)CCC(=O)Nc1nccs1)NCC1CCCO1 (configuration not stated),13,-0.8,-2,10,7,-1,-10,23,7,-13
CCCOc1ccc(C2C(C#N)=C(N)Oc3nc[nH]c(=O)c32)cc1OC (configuration not stated),2,-0.3,-2,6,-7,-1,-4,-5,-21,-2
CCOc1ccc(CNC(=O)CN2C(=O)CSc3ccc(S(=O)(=O)N4CCOCC4)cc32)cc1OC,29,0.6,-10,-3,4,0,-9,-1,-4,-29
O=C(CNC(=O)c1ccco1)NCC(=O)OCc1cccc(Cl)c1,-12,-5.9,4,5,3,-7,-15,-2,13,12
O=C(Nc1ccc(Br)cc1F)C1CCCO1 (configuration not stated),13,1.5,-7,25,5,1,0,5,-3,-13
Cc1ccc(NC(=O)Nc2cccc([N+](=O)[O-])c2)cc1F,-31,-0.9,10,10,-1,-1,-3,-2,-4,31
CC(C)CN(C(=O)COC(=O)/C=C/c1ccc(Cl)c(Cl)c1)c1c(N)n(Cc2ccccc2)c(=O)[nH]c1=O,-32,nt,1,4,nt,3,-6,4,-8,32
Cc1noc(C)c1C(=O)OCC(=O)NCCc1ccc(S(N)(=O)=O)cc1,17,0.5,-2,-7,-3,1,-6,-4,-14,-17
CC(C)(C)C1CCC2(CC1)SCC(=O)N2c1ccccc1 (configuration not stated),6,1.2,-8,3,-5,-3,-7,-3,-12,-6
COc1cccc(N2C(=NC(=O)C3CCCCC3)SC3CS(=O)(=O)CC32)c1 (configuration not stated),-8,-2.7,-14,-7,-2,-1,-8,1,-17,8
CC(C)c1ccccc1NC(=O)COC(=O)Cc1c[nH]c2ccccc12,17,-0.3,-8,29,-5,-3,8,0,6,-17
COC(=O)CN1CC(=O)N(c2ccccc2)C1=S,18,-1.4,-11,-15,-7,1,5,-1,-14,-6
CNc1ccccc1C(C)(C)c1cc(-c2cccc(Br)c2)no1,-29,-0.6,-6,35,-3,-8,-3,0,-5,29
CCN(CC)S(=O)(=O)c1ccc(NC(=O)c2c(-c3ccccc3)noc2C)cc1,-44,1.7,7,21,0,-3,-6,nt,-2,44
CN1CCN(C(=O)OCCOCCOC(=O)N2CCN(C)CC2)CC1,17,-0.8,-2,8,3,-1,3,-1,-8,-17
CCC(=O)Nc1cnc(NC(=O)c2cccc(F)c2)cc1C,-14,1.6,-14,15,-1,4,3,0,12,14
Cc1ccc(NC(=O)Cc2ccc([N+](=O)[O-])cc2)c(Br)c1,29,0.6,-4,18,1,-2,-12,13,1,-29
O=C(CSc1ncccc1C(=O)O)c1ccc2ccccc2c1,1,-0.1,6,-13,2,3,-6,2,-15,-1
COCc1cc(=O)[nH]c(Cc2c(Cl)cccc2Cl)n1,nt,-0.8,4,0,1,-1,-4,0,-10,nt
CCN(CC(=O)NCc1cccs1)C(=O)c1ccc(S(=O)(=O)N(C)c2ccccc2)cc1,-8,-3.4,3,5,0,-2,-4,-1,3,8
Cc1ccc(S(=O)(=O)NC(CC(=O)O)c2ccco2)cc1 (configuration not stated),-2,0.7,3,31,-5,0,0,4,5,2
CN(CC(=O)Nc1cccc(F)c1)C(=O)c1sc2ccccc2c1Cl,8,0.0,-2,3,1,-4,-8,0,-9,-8
CCOC(=O)C1=C(c2ccccc2)Nc2ncnn2C1c1ccc(OC)c(OC)c1OC (configuration not stated),2,-0.3,1,-15,-4,0,-28,20,-10,-2
O=C1[C@H]2[C@@H](c3ccc(Cl)cc3)N3C(=O)N(c4cccc(F)c4)C(=O)[C@@]3(Cc3ccccc3)[C@H]2C(=O)N1C1CCCCC1,-4,-0.4,4,7,-5,-5,-4,nt,-5,4
CCOc1ccc(OCCC(=O)N(CCC2=CCCCC2)c2c(N)n(Cc3ccccc3)c(=O)[nH]c2=O)cc1,-44,-1.9,-3,1,-1,6,6,1,2,44
CCC(=O)N1N=C(c2ccc(NS(C)(=O)=O)cc2)CC1c1ccc(C)cc1 (configuration not stated),-47,0.9,-2,8,1,4,-8,-1,14,47
COC(=O)c1cc(Cc2ccc(N)c(C(=O)OC)c2)ccc1N,-25,0.8,-9,5,-5,2,-5,0,-11,25
CCC1CCC(C(=O)NC(C(=O)NCCCN2CCCCC2C)C(C)C)CC1 (configuration not stated),nt,1.0,-8,36,-1,-1,8,0,3,nt
O=C(O)c1ccc(-n2c(/C=C/c3ccccc3)nc3ccccc3c2=O)cc1,16,-1.4,7,-11,-3,3,-1,0,-7,-16
O=C(COc1ccc(S(=O)(=O)N2CCOCC2)cc1)N1CCCCCC1,26,-0.5,1,12,3,2,-1,-1,10,-26
Cc1ccccc1OCC(=O)OCC(=O)NC1CCCCCC1,24,0.9,-17,-4,-2,-1,0,-2,-5,-24
O=C(c1cnn2c(C(F)(F)F)cc(-c3ccc(F)cc3)nc12)N1CCc2ccccc2C1,-45,-1.7,-7,-2,-6,-9,-6,46,-2,45
CC(N=C1NS(=O)(=O)c2ccccc21)c1ccccc1 (configuration not stated),22,0.3,-9,-6,0,-2,1,-1,-7,-22
Cn1c2c(c(=O)n(C)c1=O)C1(C(=O)Nc3ccccc31)C(C#N)=C(N)O2 (configuration not stated),-15,-0.2,-3,19,-6,-1,-6,nt,-4,15
CC(C)(C)n1nc2c(c1NC(=O)c1ccccc1C(F)(F)F)CS(=O)(=O)C2,3,-0.5,0,-12,-2,3,-3,-1,-10,-3
Cc1ccccc1Cn1c(=O)n(CC2CCC(C(=O)NCCc3ccccc3)CC2)c(=O)c2ccccc21 (configuration not stated),-19,-0.1,-10,43,0,-2,-4,1,3,19
CCOc1ccc(N2C(=O)S/C(=C\c3cc(OC)c(OC)c(OC)c3)C2=O)cc1,-43,-0.3,nt,-4,-4,nt,nt,-3,-4,43
CCOc1ccc(S(=O)(=O)N/N=C(\C)c2ccc(OC)cc2OC)cc1,14,1.5,-4,-2,6,-4,-31,-2,-7,-14
Cc1ccc(-n2c(O)c(C=NC3CCS(=O)(=O)C3)c3ccccc3c2=O)cc1C (configuration not stated),19,-0.9,-16,-14,-2,0,-6,0,-5,-19
Cc1nc(-c2ccc(S(=O)(=O)N3CCN(c4cccc(C)c4C)CC3)cc2)co1,5,-1.2,-1,23,0,-5,-1,nt,0,-5
COc1ccc(OC)c(NC(=O)Nc2cnccn2)c1,16,-1.4,-4,56*,1,-2,-4,0,-5,-17
COC(=O)Cc1c(O)ccn(CCc2c[nH]c3ccc(OC)cc23)c1=O,10,-0.1,3,0,-4,1,7,nt,-14,-10
O=C(CO)N/N=C/c1ccc(Cl)cc1,22,1.7,0,6,2,-2,-1,-4,-9,-22

# 3 compounds out of the list, ordered by length of the SMILES, smallest number first:
SMILES,SR-BI DiI-HDL act,LANA DNA inh,PKA-R2B activ,Arrestin-AP2 inh,Keap1-Nrf2 PPI,DAGLB inh,Cardiac RTF inh,NSD2 HMT inh,PvdQ inh,SR-BI DiI inh
CC(N=C1NS(=O)(=O)c2ccccc21)c1ccccc1 (configuration not stated),22,0.3,-9,-6,0,-2,1,-1,-7,-22
CCOc1ccc(N2C(=O)S/C(=C\c3cc(OC)c(OC)c(OC)c3)C2=O)cc1,-43,-0.3,nt,-4,-4,nt,nt,-3,-4,43
Cn1c2c(c(=O)n(C)c1=O)C1(C(=O)Nc3ccccc31)C(C#N)=C(N)O2 (configuration not stated),-15,-0.2,-3,19,-6,-1,-6,nt,-4,15

# Later entries.
SMILES,SR-BI DiI-HDL act,LANA DNA inh,PKA-R2B activ,Arrestin-AP2 inh,Keap1-Nrf2 PPI,DAGLB inh,Cardiac RTF inh,NSD2 HMT inh,PvdQ inh,SR-BI DiI inh
COC(=O)C1C(=O)C2=C(CC1C)NC(C)=C(C(=O)OC1CCCC1)C2c1ccc(N(C)C)cc1 (configuration not stated),17,-1.9,-9,27,-1,2,-6,29,12,-17
COc1cccc(-c2cc3onc(-c4ccccc4)c3c(=O)n2C)c1,-41,-0.7,-20,-6,2,-1,6,nt,-5,41
Cn1c(=O)[nH]c(=O)c2c1[nH]c(=S)n2CCCc1ccccc1,14,1.8,6,-2,-2,1,-3,2,-3,-14
CCCCC1CCC(C(=O)OCC(=O)Nc2ccc(S(N)(=O)=O)cc2)CC1 (configuration not stated),16,0.9,-7,19,0,-3,-19,-1,7,-16
CCCCCCC1CC(CSc2ncn[nH]2)OC1=O (configuration not stated),2,-0.1,-12,1,0,-4,5,-3,-16,-2
